FadD28 FP inh = blocks FadD28 binding to the bisubstrate probe. 360,000 tested, 0.22% active. inhibition, % at 12.5 µM. fluorescence polarization; in the data active = inhibition above about 8.5%, passing the limit was not always enough
GDH-TPI counter = inhibits GDH-TPI coupling enzymes, artifact for Mtb FBA screen | GDH-TPI coupled enzyme counterscreen, NADH absorbance | inhibition, % at 4.8 µM | 360,000 tested, 1.2% active; in the data active = inhibition above about 30%;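 note: 0% = DMSO wells and 100% = wells lacking the enzyme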
BioA inh = inhibitors of Mycobacterium tuberculosis BioA enzyme | purified M. tuberculosis BioA enzyme, plate reader | inhibition, % at 9.99 µM | 360,000 tested, 0.096% active | AID 602481; in the data active = inhibition above about 40%
TcdB inh = inhibitors of Clostridioides difficile toxin B glycohydrolase. P18177. TcdB glycohydrolase enzymatic assay, plate reader. inhibition, % at 9.99 µM. 350,000 tested, 0.24% active. AID 652162; in the data active = inhibition above about 10%
FBA Mtb inh = Mtb fructose-bisphosphate aldolase inhibition; purified M. tuberculosis FBA, fluorescence read-out; inhibition, % at 1 µM; 360,000 tested, 2.3% active; AID 588726; in the data active = inhibition above about 27%;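 note: 0% = vehicle and 100% = reference inhibitor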
Target sequence (P9WQA3 whole entry, looked up): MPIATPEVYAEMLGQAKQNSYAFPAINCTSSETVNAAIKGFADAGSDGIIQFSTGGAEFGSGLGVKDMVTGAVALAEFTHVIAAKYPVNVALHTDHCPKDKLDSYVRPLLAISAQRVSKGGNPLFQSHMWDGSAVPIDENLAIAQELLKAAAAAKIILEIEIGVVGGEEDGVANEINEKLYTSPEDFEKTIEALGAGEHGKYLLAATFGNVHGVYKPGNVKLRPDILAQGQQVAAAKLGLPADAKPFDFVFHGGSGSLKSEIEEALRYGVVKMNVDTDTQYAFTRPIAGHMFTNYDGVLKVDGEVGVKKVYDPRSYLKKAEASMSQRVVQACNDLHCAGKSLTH
UGM FP inh = blocks M. tuberculosis UGM enzyme; purified UGM, fluorescence polarization probe displacement; inhibition, % at 10 µM; 320,000 tested, 0.06% active; AID 504406; in the data active = inhibition above about 10%, passing the limit was not always enough
Target sequence (P9WIQ1 whole entry, looked up): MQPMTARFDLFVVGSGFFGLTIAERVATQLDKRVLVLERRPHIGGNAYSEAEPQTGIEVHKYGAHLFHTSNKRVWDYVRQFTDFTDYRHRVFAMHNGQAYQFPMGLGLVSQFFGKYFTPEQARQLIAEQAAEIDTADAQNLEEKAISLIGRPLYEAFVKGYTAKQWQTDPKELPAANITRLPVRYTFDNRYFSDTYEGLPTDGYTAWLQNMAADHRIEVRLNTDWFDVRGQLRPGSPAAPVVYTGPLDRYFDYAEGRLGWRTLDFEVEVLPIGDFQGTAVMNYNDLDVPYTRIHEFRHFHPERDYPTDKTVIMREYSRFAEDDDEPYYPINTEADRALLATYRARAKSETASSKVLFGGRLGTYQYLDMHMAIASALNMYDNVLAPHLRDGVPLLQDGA
Vc quorum ag = induces V. cholerae light production without autoinducers | V. cholerae BH1578 lux reporter, luminescence, 6 h | 350,000 tested, 0.16% active | activation, % at 18.7 µM | AID 588436; in the data active = activation mostly above about 9.7%, no sharp cut-off; note: not every result past the cut was called active; inactives centre near 0; reference of the scale not given here
PfHsp40 yeast = compounds rescuing yeast from Plasmodium falciparum HSP40 toxicity; S. cerevisiae expressing PfHsp40, growth rescue, ATP luminescence; growth rescue, % at 12.5 µM; 340,000 tested, 0.68% active; in the data active = growth rescue above about 28%, passing the limit was not always enough;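 note: yeast W303a lacking pdr1 and pdr3 grown in galactose medium; growth measured after three days at 30 °C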
Y pestis TopoI = inhibitors of Yersinia pestis topoisomerase I | Y. pestis Topo-I cleavage product accumulation, plate reader | activity, % at 10 µM | 360,000 tested, 0.064% active; in the data active = activity above about 50%, passing the limit was not always enough; note: inactives centre near 2
Numbers without * were called inactive; i = inactive; nt = not tested or not shown; + = active, no number.

| SMILES | FadD28 FP inh | GDH-TPI counter | BioA inh | TcdB inh | FBA Mtb inh | UGM FP inh | Vc quorum ag | PfHsp40 yeast | Y pestis TopoI |
| --- | --- | --- | --- | --- | --- | --- | --- | --- | --- |
| Nc1ccccc1Nc1c(F)c(F)nc(F)c1Cl | -2.6 | -3 | 0.1 | 0.9 | -2 | 2.5 | i | -0.3 | -7 |
| Cn1c2ccccc2c2cnn(CC(=O)Nc3ccc(F)cc3F)c(=O)c21 | -3.3 | 14 | 0.1 | 1.2 | 1 | -0.3 | -0.4 | -0.6 | 8 |
| CN(CC(=O)Nc1ccc(Cl)c(C(F)(F)F)c1)C(=O)Cc1c[nH]c2ccccc12 | -4.8 | -1 | 1.5 | -3.3 | -2 | 0.2 | -5.0 | 0.4 | -9 |
| CC1CN(C(=O)N2c3ccccc3Sc3ccccc32)C(C)CC1=O (stereo unspecified) | -3.0 | -2 | 0.2 | nt | 0 | 1.6 | 0.0 | 0.5 | 6 |
| CC(=O)Nc1cc(C(=O)N2CCC3(CC2)OCCO3)ccc1S(=O)(=O)c1ccc(Cl)cc1 | -0.8 | 13 | 0.4 | nt | 2 | -0.9 | -0.4 | -0.7 | -3 |
| Cc1[nH]c2ccc(S(N)(=O)=O)cc2c1C | -1.4 | 16 | -0.4 | nt | -8 | 1.7 | i | -1.3 | -3 |
| Cc1ccc(Oc2nc3ccccn3c(=O)c2/C=C(\C#N)C(=O)Nc2c(C)n(C)n(-c3ccccc3)c2=O)cc1 | -2.2 | 7 | nt | nt | 0 | -0.2 | -0.3 | -0.2 | 10 |
| COCCN(CCOC)C(=O)c1cc2c(=O)n3ccccc3nc2s1 | 1.0 | 32* | nt | nt | + | -0.9 | -0.2 | 1.2 | -9 |
| COC(=O)C1CCN(S(=O)(=O)c2ccc(OC)cc2)CC1 | -3.4 | -1 | 0.8 | nt | -4 | -1.3 | 1.4 | 1.5 | -3 |
| COc1ccc(N2CCCCn3c2nc2c3c(=O)n(C)c(=O)n2C)cc1 | -2.6 | 9 | nt | nt | -5 | -0.6 | -0.3 | -1.6 | -7 |
| COc1ccc(CCC(=O)OCC(=O)Nc2ccc(C)c(S(=O)(=O)N(C)C)c2)cc1 | 0.7 | 2 | nt | nt | 3 | -2.5 | -0.4 | -0.6 | 9 |
| CCn1ncc(C2=NOC(C(=O)Nc3cnn(C45CC6CC(CC(C6)C4)C5)c3)C2)c1C (stereo unspecified) | 4.0 | -1 | -0.9 | 2.4 | -2 | 4.2 | -0.1 | -0.8 | -2 |
| CC(=O)Nc1cnc(-c2ccccc2O)cn1 | -3.1 | 20 | -2.5 | 12* | -3 | nt | -1.7 | nt | 6 |
| COc1cc(N/C=C2\CC(=O)NC(C)=C2C#N)cc(OC)c1OC | -4.9 | -5 | nt | -2.4 | 1 | -0.8 | -0.4 | 0.2 | 7 |
| CCOC(=O)c1c(CC(C)C)csc1NC(=O)c1ccccc1C(=O)O | -2.4 | 27 | 2.1 | -3.1 | -1 | -0.2 | i | 2.2 | 14 |
| CCCCNS(=O)(=O)CCNCCc1ccccc1 | -1.5 | 9 | 2.5 | 0.9 | -1 | nt | i | -1.0 | 6 |
| COc1ccc(-c2ccc(-c3noc(C(C)C)n3)c(OC)n2)cc1 | -2.8 | 25 | 0.9 | nt | 108* | -0.3 | i | 2.7 | 23 |
| COc1ccc(CNC(=O)CCc2nc3cc(S(=O)(=O)N(C)C)ccc3n2C)cc1OC | 0.1 | 9 | 0.5 | -0.2 | -2 | -0.5 | -0.3 | -0.9 | -6 |
| O=C(NCCO)c1cccc(Nc2nc(-c3ccccc3)c3cc(Cl)ccc3n2)c1 | -8.1 | 10 | -0.8 | nt | -3 | -1.2 | -1.7 | 0.1 | 31 |
| Cc1ccccc1C(=O)c1cccn1CC(=O)O | -0.9 | 10 | -1.3 | nt | -1 | 1.8 | 0.0 | 1.0 | 0 |
| COc1cc(C(=O)N/C(=C\c2cn(C)c3ccccc23)C(=O)N2CCOCC2)cc(OC)c1OC | -2.0 | 34* | -0.8 | 3.3 | 1 | -0.1 | -6.2 | 6.4 | 27 |
| CCC(Cc1ccccc1)NC(=O)/C=C/c1ccco1 (stereo unspecified) | -2.3 | 2 | -1.4 | 1.5 | -3 | -0.2 | 0.7 | -0.3 | 0 |
| Cc1ccc(N2C(=O)CC(C3CCCO3)C2=O)cc1 (stereo unspecified) | 1.5 | 4 | -0.3 | nt | 2 | 1.1 | i | 1.3 | 8 |
| CCN(CC)CCNC(=O)c1ccc(NC(=O)C2CCN(S(=O)(=O)c3ccc4c(c3)OCCO4)CC2)cc1 | -0.9 | 5 | 0.0 | -1.3 | 4 | -0.6 | i | 0.6 | -8 |
| CCN(CC)CCNC(=O)c1ccc(NC(=O)c2ccccc2-c2ccc(C(F)(F)F)cc2)cc1 | -11 | 6 | 0.1 | 0.9 | 0 | -2.0 | -0.2 | 0.4 | -16 |
| COc1ccccc1N1CCN(C(=O)c2ccc3[nH]c4c(c3c2)CC(C)CC4)CC1 (stereo unspecified) | -0.7 | 3 | nt | 1.5 | -3 | -0.5 | -1.4 | -0.4 | -5 |
| CN1/C(=C\C(=O)CSc2nnc(N)s2)C(C)(C)c2ccccc21 | -4.1 | 17 | 2.4 | 1.9 | -2 | -4.1 | -0.3 | 0.7 | -1 |
| COCCCNC(=O)CSC1=Nc2ccccc2C2=NC(Cc3c[nH]c4ccccc34)C(=O)N12 (stereo unspecified) | -2.3 | 10 | -0.4 | nt | -2 | 4.3 | i | -1.5 | 0 |
| NC(=O)c1sc2nc(-c3ccccc3)c3c(c2c1N)CCCC3 | -3.8 | -2 | 2.0 | 1.3 | -1 | 1.0 | -0.9 | -0.7 | 5 |
| COc1ccc(CCNC(=O)c2ccco2)cc1 | 0.0 | 9 | -4.4 | nt | 3 | -1.9 | i | -0.3 | -2 |
| O=C(CCN1C(=O)C2C3C=CC(C3)C2C1=O)N1CCN(c2ccccc2F)CC1 (stereo unspecified) | -1.4 | -8 | 1.7 | nt | 9 | 0.3 | -7.1 | -0.2 | -4 |
| O=C(Nc1cccc(S(=O)(=O)N2CCCCC2)c1)C1CCN(C(=O)c2ccc(Cl)cc2)CC1 | -3.2 | 3 | 1.2 | 0.8 | -2 | -0.1 | -2.6 | 0.7 | 3 |
| CN1CCN(C(=O)CSc2nc(-c3cccs3)ccc2C#N)CC1 | 0.3 | 28 | -0.1 | nt | 50* | -1.5 | -3.2 | -0.1 | 0 |
| C/C(CC(=O)Nc1cccc(Cl)c1Cl)=N\NC(=O)c1ccccc1N | 0.8 | 0 | nt | 0.6 | 10 | 1.3 | 0.6 | -1.3 | -2 |
| CN(C)S(=O)(=O)c1ccc(NC(=O)C2CCCN(C(=O)c3ccc(Cl)cc3)C2)cc1 (stereo unspecified) | 1.0 | 6 | nt | nt | 0 | -0.4 | 0.7 | -1.0 | 2 |
| COC(=O)CSc1snnc1-c1ccc(Cl)c(Cl)c1 | -4.5 | 4 | -1.5 | nt | -1 | 0.6 | -11 | 0.7 | 12 |
| O=C(O)/C=C/c1ccc(S(=O)(=O)Nc2ccc(C(=O)NCC(=O)O)cc2)cc1 | -0.4 | -1 | nt | 0.8 | 0 | 1.3 | -1.4 | -1.0 | -3 |
| CC(C)OC(=O)CSc1nc(N)c(C#N)c(-c2ccco2)c1C#N | -4.5 | 12 | -2.3 | nt | 3 | 1.6 | -0.3 | -0.7 | -10 |
| O=C(N/N=C/c1sc(=O)[nH]c1-[n+]1ccc2ccccc2c1)c1ccccc1[O-] | 1.2 | 29 | 1.1 | -0.2 | 10 | -0.1 | -0.2 | -0.2 | -12 |
| CN(CC(=O)Nc1ccccc1Cl)C(=O)COC(=O)c1ccc(-c2ccc(O)cc2)cc1 | -0.9 | 7 | 0.0 | 3.1 | 5 | -0.3 | -0.5 | 0.6 | 26 |
| O=C1C(=O)N(CCCO)C(c2ccccc2)/C1=C(\O)c1ccc(Br)cc1 (stereo unspecified) | -4.4 | 2 | 5.8 | 4.9 | 2 | 1.7 | -0.1 | -0.9 | 3 |
| C#CCCc1cocc1/C=[N+](\[O-])c1ccc(C(=O)OCC)cc1 | -1.3 | -2 | -1.7 | -6.0 | 1 | -0.6 | -0.4 | 0.5 | 1 |
| C/C(CC(=O)Nc1ccc(Cl)cc1Cl)=N\NC(=O)c1ccco1 | -3.2 | -7 | 0.1 | nt | 5 | 0.0 | i | 0.2 | 2 |
| O=C(Cc1cccc(NC(=O)C2CCCN(C(=O)CCc3ccccc3)C2)c1)Nc1ccc(C(=O)N2CCCCC2)cc1 (stereo unspecified) | 0.3 | 0 | -1.7 | 0.9 | 2 | nt | i | 0.5 | 25 |
| O=S(=O)(c1ccc(Cl)cc1)N1CCC(n2cccc2)CC1 | -0.5 | 0 | nt | 0.0 | 1 | 3.8 | 1.2 | 1.0 | -1 |
| COc1ccc(C(C(=O)NC2CCCCC2)N(C(=O)c2snc(C(N)=O)c2N)c2ccc(OC)cc2OC)cc1 (stereo unspecified) | -2.5 | 8 | -0.9 | 0.9 | 4 | -2.6 | -0.4 | -0.3 | 30 |
| O=C(NCC1CC1)c1ccc2nc([C@@H]3O[C@H](CO)[C@H](O)[C@H](O)[C@H]3O)[nH]c2c1 | 1.1 | 10 | 0.0 | 0.2 | 1 | nt | -0.3 | nt | 10 |
| CC1=NN=C(c2ccccc2)C(c2c[nH]c3ccccc23)N1O (stereo unspecified) | -3.2 | 4 | nt | nt | -2 | 0.5 | -0.3 | 0.8 | -7 |
| CC(C)C(OC(=O)c1cc2occc2n1C)C(=O)NCc1ccc2c(c1)OCO2 (stereo unspecified) | -2.4 | 5 | -2.8 | 0.9 | 1 | 0.9 | -0.5 | 5.2 | 2 |
| CCOC(=O)[C@@H]1[C@H]2COc3cc(OC)ccc3[C@@H]2N2C(=O)N(c3ccc(C(F)(F)F)cc3)C(=O)[C@@]12C | -11 | 4 | 1.1 | 0.4 | 4 | 0.3 | i | 3.0 | -6 |
| C/C(=N\Nc1nc2ccccc2[nH]1)c1cc2ccccc2o1 | 0.5 | 33* | nt | nt | 4 | 1.3 | -2.0 | -0.5 | -4 |
| CC(C)c1ccc(N(CC(=O)NCc2ccc(F)cc2)C(=O)c2snc(C(N)=O)c2N)cc1 | 1.0 | 8 | -1.9 | 1.5 | 16 | 2.1 | -0.3 | -1.5 | 67* |
| Cc1ccc(SCC(=O)OCn2nnc3ccccc3c2=O)cc1C | -1.6 | 16 | -1.5 | 1.9 | 2 | nt | -0.4 | -0.6 | 10 |

Filtered by structure, the compounds so far with a furan ring, fused or not.
| SMILES | FadD28 FP inh | GDH-TPI counter | BioA inh | TcdB inh | FBA Mtb inh | UGM FP inh | Vc quorum ag | PfHsp40 yeast | Y pestis TopoI |
| --- | --- | --- | --- | --- | --- | --- | --- | --- | --- |
| CCC(Cc1ccccc1)NC(=O)/C=C/c1ccco1 (stereo unspecified) | -2.3 | 2 | -1.4 | 1.5 | -3 | -0.2 | 0.7 | -0.3 | 0 |
| COc1ccc(CCNC(=O)c2ccco2)cc1 | 0.0 | 9 | -4.4 | nt | 3 | -1.9 | i | -0.3 | -2 |
| CC(C)OC(=O)CSc1nc(N)c(C#N)c(-c2ccco2)c1C#N | -4.5 | 12 | -2.3 | nt | 3 | 1.6 | -0.3 | -0.7 | -10 |
| C#CCCc1cocc1/C=[N+](\[O-])c1ccc(C(=O)OCC)cc1 | -1.3 | -2 | -1.7 | -6.0 | 1 | -0.6 | -0.4 | 0.5 | 1 |
| C/C(CC(=O)Nc1ccc(Cl)cc1Cl)=N\NC(=O)c1ccco1 | -3.2 | -7 | 0.1 | nt | 5 | 0.0 | i | 0.2 | 2 |
| CC(C)C(OC(=O)c1cc2occc2n1C)C(=O)NCc1ccc2c(c1)OCO2 (stereo unspecified) | -2.4 | 5 | -2.8 | 0.9 | 1 | 0.9 | -0.5 | 5.2 | 2 |
| C/C(=N\Nc1nc2ccccc2[nH]1)c1cc2ccccc2o1 | 0.5 | 33* | nt | nt | 4 | 1.3 | -2.0 | -0.5 | -4 |
